Bioassay records from PubChem.
HADH2 inh: blocks human hydroxyacyl-CoA dehydrogenase type II; recombinant HADH2, NADH fluorescence, beta-hydroxybutyryl-CoA; AID 886; actives 3.4% (n = 73,000); Potency, µM (highest dose often 57.1 µM), inactives show at the top dose activity change, negative = inhibition, usual class: inhibitors; Q99714; also: potency is read from the fitted curve at half-maximal effect; % is scaled to controls: 0 for no effect and ±100 for the full control effect; nearly all actives have a fitted effect of over 60% in size; many of its hits are not listed in these tables
Target sequence (Q99714 whole entry, looked up, one chain of several): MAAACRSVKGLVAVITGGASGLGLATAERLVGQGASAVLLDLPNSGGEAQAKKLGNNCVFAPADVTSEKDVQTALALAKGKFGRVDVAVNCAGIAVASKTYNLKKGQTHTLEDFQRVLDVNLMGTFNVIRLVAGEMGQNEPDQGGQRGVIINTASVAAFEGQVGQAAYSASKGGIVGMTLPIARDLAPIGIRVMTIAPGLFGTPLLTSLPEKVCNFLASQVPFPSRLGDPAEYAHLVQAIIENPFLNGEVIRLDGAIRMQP
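His-tagged recombinant enzyme from E. coli, 20 nM, preincubated 15 min RT with compound; reaction started with 1 mM NAD+ and 90 uM beta-hydroxybutyryl-CoA in 100 mM Tris-HCl pH 9.0. NADH fluorescence (ex 360/em 450) read over 4 min; last-minus-first difference.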
Luciferase inh: blocks Photinus pyralis firefly luciferase activity; P08659; purified firefly luciferase, luminescence, 8 min; Potency, µM (series often up to 57.1 µM), without a hit: at the highest dose activity change, negative = inhibition, most hits filed as inhibitors; actives 2.2% (n = 72,000); AID 411; also: potency is read from the fitted curve at half-maximal effect; % is scaled to controls: 0 for no effect and ±100 for the full control effect; nearly all actives have a fitted effect of over 40% in size
Target sequence (P08659 whole entry, looked up): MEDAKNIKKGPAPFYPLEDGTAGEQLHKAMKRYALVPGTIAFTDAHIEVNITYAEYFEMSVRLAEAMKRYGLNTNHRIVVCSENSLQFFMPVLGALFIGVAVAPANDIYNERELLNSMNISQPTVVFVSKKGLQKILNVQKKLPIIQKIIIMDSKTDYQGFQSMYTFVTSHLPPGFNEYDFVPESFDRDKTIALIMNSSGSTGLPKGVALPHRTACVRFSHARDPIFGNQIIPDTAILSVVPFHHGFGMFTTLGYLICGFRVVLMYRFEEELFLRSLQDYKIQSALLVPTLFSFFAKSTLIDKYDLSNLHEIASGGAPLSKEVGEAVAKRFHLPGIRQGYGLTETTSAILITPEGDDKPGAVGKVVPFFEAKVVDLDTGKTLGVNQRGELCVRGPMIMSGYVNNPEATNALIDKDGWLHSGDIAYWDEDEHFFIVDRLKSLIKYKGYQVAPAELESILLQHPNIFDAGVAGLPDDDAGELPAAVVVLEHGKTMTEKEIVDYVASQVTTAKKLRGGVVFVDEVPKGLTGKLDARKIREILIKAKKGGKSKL
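qHTS concentration-response profiling: light output of P. pyralis luciferase with luciferin and 10 uM ATP, imidazole buffer pH 7.2. Read by luminescence after 8-min room-temperature incubation.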
ALOX15 inhib: blocks human 15-lipoxygenase activity; Potency, µM (series often up to 57.1 µM), for inactives: at the highest dose activity change, negative = inhibition, actives largely listed as inhibitors; AID 887; actives 1.4% (n = 74,000); purified 15hLO-1, xylenol orange hydroperoxide absorbance; P16050; also: potency is read from the fitted curve at half-maximal effect; % is scaled to controls: 0 for no effect and ±100 for the full control effect; nearly all actives have a fitted effect of over 55% in size
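Purified human 15hLO-1 (40 nM final) in 25 mM Hepes pH 7.5, 0.01% Triton X-100 was preincubated with compound 15 min at room temperature, then reacted 6 min with 50 uM arachidonic acid; hydroperoxide detected by Fe-XO, 573/405 nm absorbance ratio.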
Hsp90 Hop PPI: changes Hsp90-Hop TPR2A binding signal, up or down; AlphaScreen TPR2A-His6 binding biotin-Hsp90 C-terminal peptide; Potency, µM (doses to about 57 µM), inactives show at the highest dose activity change, negative = inhibition; actives 0.44% (n = 71,000); active = well fitted curve in either direction with a large enough effect; inconclusive = small, poorly fitted or top-dose-only effect, or another doubt; also: potency is read from the fitted curve at half-maximal effect; % is scaled to controls: 0 for no effect and ±100 for the full control effect; many of its hits are not listed in these tables
DNA Pol III inh: blocks replication by bacterial DNA polymerase III holoenzyme | AID 603 | Potency, µM (titrated, usually from 57.1 µM), without a hit: top-dose activity change, negative = inhibition | actives 0.25% (n = 71,000) | reconstituted DNA polymerase III holoenzyme replication, biochemical; also: potency is read from the fitted curve at half-maximal effect; % is scaled to controls: 0 for no effect and ±100 for the full control effect
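Reconstituted *E. coli* holoenzyme (0.35 nM Pol III, 1 nM beta, 154 nM SSB, 2 nM primase) was preincubated with compound for 15 min at RT. Synthesis on 1.4 nM ssM13Gori ran 35 min, then was stopped with PicoGreen/EDTA and read as dsDNA fluorescence.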
CRE Fsk mod: modulators of forskolin-stimulated CRE signaling in CHO cells; actives 2.5% (n = 71,000); Potency, µM (doses to about 38.2 µM), without a hit: at the top dose activity change, negative = inhibition, hits mostly activators; AID 662; CHO CRE-bla reporter (cAMP response element driving beta-lactamase), forskolin EC10, beta-lactamase ratio; active = well fitted activation curve with a large enough effect in the signal ratio, with a control signal flat, not every such curve was filed as active; inconclusive = small, poorly fitted or top-dose-only effect, or effect the other way, or a change in a side signal; the % refers to the signal ratio; also: potency is read from the fitted curve at half-maximal effect; % of control where 0% means no effect
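CRE-bla CHO reporter cells treated with compound titration plus EC10 NKH 477 (water-soluble forskolin), incubated 3 h at 37 °C; CCF4 loading 2 h at room temperature, 460/530 nm emission ratio read, AC50 values derived for positive or negative modulators.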
ERK AVP inh: vasopressin-driven ERK pathway inhibition. HEK293-V1b, vasopressin-stimulated pERK AlphaScreen. Potency, µM (series often up to 57.5 µM), inactives show at the top dose activity, negative = inhibition, actives largely listed as inhibitors. actives 0.99% (n = 72,000); also: potency is read from the fitted curve at half-maximal effect; % is scaled to controls: 0 for no effect and ±100 for the full control effect; nearly all actives have a fitted effect of over 55% in size
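qHTS, compounds titrated on V1b-expressing HEK293 cells. Preincubation 30 min at 37C, vasopressin 25 nM for 5 min, lysis 10 min, bead incubation 5 hr at room temperature.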
Texas Red fluor: Texas Red region autofluorescence; Compound fluorescence, Texas Red channel, 547/618 nm; stronger effect = higher value; max dye-equivalent concentration, M; actives 0.06% (n = 59,000); AID 587; in the data active = max dye-equivalent concentration above about 10 nM; inconclusive = between about 1.1 nM and that limit
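Fluorescence at ex 547/em 618 nm, normalized against an on-plate Texas Red standard series to give dye-equivalent concentration per compound concentration. Buffer 100 mM Tris, pH 8.0; 15 min RT incubation before CCD imaging.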
Tau filament bind: binders of human tau filaments. P10636. recombinant tau filaments, thioflavin S fluorescence, 15 h; filaments grown with octadecylsulfate alongside compound. Potency, µM (titrated, usually from 57.1 µM), for the others: at the top dose activity change, negative = inhibition. actives 2% (n = 71,000);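 also: potency is read from the fitted curve at half-maximal effect; % is scaled to controls: 0 for no effect and ±100 for the full control effect; actives lower thioflavin S fluorescence by blocking filaments or displacing dye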
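Recombinant tau protein (human, 1 uM final) plus 30 uM ODS in HEPES pH 7.4 with NaCl, DTT and thioflavine S. Compound present from the start; fluorescence at 510 nm after 15 h, 37 C.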
HBB splice mod: modulators of hemoglobin beta chain splicing; HBB splicing reporter cell assay, activation; EGFP reporter with mutant IVS2-654 intron; response scale: normalised to 500 nM splice-correcting PNA; Potency, µM (top dose mostly 46.1 µM), for the others: at the highest dose activation, actives largely listed as activators; actives 0.06% (n = 65,000); also: potency is read from the fitted curve at half-maximal effect; 0% is about no effect
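Compounds were applied for 2 days to HeLa EGFP-654 cells, 500/well in Optimem with 2% FCS. The reporter's EGFP is disrupted by mis-splicing of beta-globin intron IVS2-654. Readout: summed well GFP fluorescence from 488 nm laser scanning; reference was 500 nM antisense […] 654 PNA.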
Rhodamine autofl: compound fluoresces in the rhodamine spectral region | Rhodamine-region fluorescence, 547/598 nm, Tris buffer; stronger effect = higher value | max dye-equivalent concentration, M | actives 0.05% (n = 59,000) | AID 594; in the data active = max dye-equivalent concentration above about 11 nM; inconclusive = between about 1.1 nM and that limit
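A six-point rhodamine series on each plate calibrates the signal. Compounds sit in 100 mM Tris (pH 8.0) for 15 min at ambient temperature before imaging through 547 nm/598 nm filters.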
An asterisk follows results filed as active; i = inactive; ? = inconclusive; . = not tested or not shown; [ ] = dose if it differs, or a comment. Unless noted, calls follow the shape of the dose curve; as a rule, active = well fitted curve in the direction sought with a large enough effect; inconclusive = small, poorly fitted or top-dose-only effect, or another doubt; inactive = no such curve, though single readings can be large; an effect the other way counts as inactive or inconclusive. A portion of the library (hit frequency here may not be typical).

Second line of a record – ERK AVP inh | DNA Pol III inh | HADH2 inh | Hsp90 Hop PPI | Texas Red fluor | ALOX15 inhib | Rhodamine autofl | Tau filament bind | HBB splice mod | CRE Fsk mod | Luciferase inh
> CC(NC(=O)CSc1nc2ccccc2c(=O)[nH]1)c1ccccc1 (stereo not given)
  -7% | 1% | -7% | -4% | i | -4% | i | -1% | 0.2% | -4% | 1%
> Cc1cccc(N2CCN(C(=O)c3cn(C)c(=O)c4c3c3ccccc3n4C)CC2)c1C
  20µM* | 6% | ? | -18% | ? | ? | i | 65% | -0.8% | ? | 2%
> COc1cc(OC)cc(-n2nnnc2SCC(=O)N2CCCC2)c1
  19% | -3% | 16% | -1% | i | -11% | i | -4% | . | 28% | 1%
> CCCC(C)NS(=O)(=O)c1ccccc1 (stereo not given)
  6% | 2% | -2% | -2% | i | -7% | i | -11% | 1.1%[57.5 µM] | -8% | 1%
> O=C(Nc1ccc(F)cc1)NC1(C(=O)NCc2ccco2)CCCCC1
  1% | -1% | 7% | -3% | i | 3% | i | 0% | . | -10% | 7%
> Cc1nn(Cc2ccccc2Cl)c2sc(C(=O)NCCCn3ccnc3)cc12
  20% | -7% | 7% | -15% | i | 29% | i | 14% | -0.2%[57.5 µM] | 23% | 1%
> CCOC(=O)CC(=O)Nc1cc(Cl)ccc1O
  -1% | -9% | -16% | -1% | i | -10% | i | 7% | 3.0% | ? | -1%
> COCc1[nH]nc2c1C1(CCC3(CC1)OCCO3)C(C#N)=C(N)O2
  4% | -5% | -10% | -5% | i | 6% | i | -1% | . | -2% | 0%
> Cc1c(N=CN2CCOCC2)c(=O)n(C)c(=O)n1C
  -14% | -3% | -4% | -5% | i | 5% | i | 15% | 1.6% | 0% | -3%
> CCn1c(SCC(=O)O)nnc1-c1cc2c(C)nn(-c3ccccc3)c2s1
  -27% | -4% | -24% | 1% | i | -2% | i | 30% | . | ? | 25µM*
> C#CCCCO/N=C1/C[C@@H](O)[C@@H](O)[C@@H]2[C@@H]3C(=O)N(Cc4ccccc4)C(=O)[C@H]3CC[C@@H]12
  0%[11.5 µM] | . | -4%[11.4 µM] | . | . | 2%[11.4 µM] | . | . | -0.5%[9.22 µM] | . | 0%[11.4 µM]
> O=C(c1ccco1)N(CCCN1CCOCC1)c1nc(-c2ccc(Cl)cc2)cs1
  16% | -2% | -11% | -10% | ? | -11% | i | 126% | . | 27% | -1%
> CCOc1ccccc1NC(=O)Cn1c(=O)n(CCC(=O)NC2CCCC2)c(=O)c2ccccc21
  -8% | -2% | 8% | 1% | i | 6% | i | -4% | 0.0% | -1% | 1%
> O=C1[C@H]2[C@H]3[C@H](O)[C@H](O)C/C(=N/OCc4ccccc4)[C@@H]3CC[C@@H]2C(=O)N1Cc1ccc2c(c1)OCO2
  27%[11.5 µM] | . | 10%[11.4 µM] | . | . | -3%[11.4 µM] | . | . | 1.1%[9.22 µM] | . | 1%[11.4 µM]
> Cn1c(=O)c2[nH]c(Nc3ccccc3)nc2n(C)c1=O
  -9% | -8% | -14% | -10% | i | 16% | i | -7% | 0.0% | -3% | 0%
> C=CCSc1nc(N)c(C#N)c(-c2ccccc2)c1C#N
  14% | 6% | -23% | 4% | . | ? | . | 71% | -2.8% | ? | 3%
> COc1ccc(-c2nnn(Cc3nc(N)nc(N4CCCCC4)n3)n2)cc1
  18% | 2% | 5% | ? | i | ? | i | 11% | -0.9% | ? | 0%
> Cc1ccc(NC(=O)CN(c2ccc3c(c2)OCO3)S(=O)(=O)c2c(C)n[nH]c2C)cc1
  -14% | -4% | 2% | -2% | . | 2% | . | -7% | 0.2% | -20% | 0%
> CCN1CCCC1CN=Cc1c(O)n(-c2ccccc2)c(=O)c2ccccc12 (stereo not given)
  -9% | -4% | ? | -8% | i | -12% | i | 36% | -0.1%[57.5 µM] | ? | 1%
> CCOC(=O)N1CCN(C(=O)CSc2nnc(Cn3c(=O)sc4ccccc43)n2C)CC1
  -7% | -11% | -4% | -3%[2.3 µM] | . | 6% | . | -3% | -1.3% | 4% | 2%
> Cc1cc(C)n(-c2nc3ccccc3n3nnnc23)n1
  -18% | -4% | -8% | -1% | i | 4% | i | 1% | 5.9% | ? | 3%
> COc1ccc(C(=O)N2CCN(c3cccc(Cl)c3)CC2)c(OC)c1
  -26% | 2% | 7% | -6% | i | -3% | i | 9% | -1.6% | -9% | 2%
> O=c1cc(-c2ccc(O)cc2)oc2c([C@H]3O[C@@H](CO)[C@@H](O)[C@@H](O)[C@@H]3O)c(O)cc(O)c12
  -1%[25.7 µM] | -8%[25.6 µM] | -16%[25.6 µM] | -5%[26 µM] | ? | -6%[25.6 µM] | i | -5%[25.6 µM] | -0.7%[20.6 µM] | -6%[17.1 µM] | -5%[25.5 µM]
> Cc1cc(C)c(C(=O)CSc2n[nH]c(=O)n2C2CC2)cc1C
  -9% | 5% | -13% | 3% | i | -13% | i | 1% | -3.4% | 24% | 0%
> COCCn1nnnc1C(c1ccc(OC)c(OC)c1)N1CCN(c2nc3ccccc3s2)CC1 (stereo not given)
  -2% | -3% | 35%[activator] | -3% | i | -8% | i | 16% | -0.8% | ? | 1%
> COC(=O)c1ccc(-n2nnnc2SCC(=O)Nc2ccccc2OC)cc1
  -21% | -1% | 17% | 0% | ? | -9% | i | 84% | . | 10% | 0%
> Cc1nn(-c2ccc(F)cc2)c2nc(N)c(C#N)c(-c3cccs3)c12
  6% | 5% | ? | 8% | i | ? | i | 91% | 22%[57.5 µM] | 7.9µM* | -4%
> COc1ccc(-c2noc(CSc3ccccc3)n2)cc1OC
  -3% | -1% | -6% | ? | i | -5% | i | 2% | . | ? | -15%
> CCC(C)NCC(=O)Nc1ccc(-c2nc3cc(NC(=O)CNC(C)CC)ccc3o2)cc1 (stereo not given)
  10% | 4% | ? | -2% | i | 4% | i | 79% | -1.2%[57.5 µM] | -3% | -1%
> CC1CC(C)CN(Cc2nc3c(c(=O)n(C)c(=O)n3C)n2CCN2CCOCC2)C1 (stereo not given)
  -5% | 4% | 11% | -2% | i | 3% | i | 3% | 0.1% | -18% | 2%
> O=C(c1ccc([N+](=O)[O-])cc1)[C@@H](Br)[C@@H](Br)c1ccnc2ccccc12
  10%[11.5 µM] | -9%[11.4 µM] | ? | -6%[11 µM] | i | -14%[11.4 µM] | i | ? | 0.7%[9.22 µM] | -14%[7.6 µM] | -1%[11.4 µM]
> Cc1cc(C)c2c(c1)c(C)cc1nnc(SCC(=O)NCc3ccco3)n12
  -7% | -9% | 9% | -3% | i | 1% | i | 10% | . | 1% | 0%
> CCCCSC1=C(C#N)C(c2ccccc2C)C(C(=O)OCC)C(=O)N1 (stereo not given)
  -14% | -1% | -1% | 3% | ? | ? | i | -4% | -1.1% | 0% | 0%
> CCOC(=O)CNC(=O)CSc1nnc(-c2ccco2)n1Cc1ccco1
  -7% | 0% | 1% | -3% | i | 6% | i | 12% | -1.5% | -15% | -1%
> Cc1ccc(C(C(=O)NC2CCCCC2)N2CCOCC2)cc1 (stereo not given)
  16% | 1% | 2% | 1% | i | 4% | i | -9% | 0.3% | 1% | 2%
> CN(C)c1ccc(-c2nccc(NCc3ccccc3)n2)cc1
  -25% | -9% | -9% | -16% | i | -7% | i | 68% | -2.8% | ? | ?
> CCS(=O)(=O)N1CCC(NC(=O)C2CCCCC2)CC1
  1% | 4% | 7% | 0% | i | 5% | i | -8% | -0.2%[57.5 µM] | -8% | 1%
> COC(=O)c1ccccc1NC(=O)c1ccc(NS(C)(=O)=O)cc1
  -17% | -1% | -4% | -2% | i | -16% | i | 0% | 3.2% | ? | -6%
> CCOC(=O)N1CCC(N2C(=O)c3ccccc3C2Nc2cc(OC)c(OC)c(OC)c2)CC1 (stereo not given)
  -15% | -2% | -7% | -1%[2.3 µM] | . | 2% | . | -13% | -0.1% | 4% | 2%
> COc1ccc(-c2ncc3ccccn23)cc1
  -16% | 0% | ? | -26% | i | -5% | i | 20µM* | -0.3% | 2% | 16µM*
> CCN(C(=O)CSc1nnc(Cn2nnc3ccccc32)o1)c1nc(-c2ccccc2)cs1
  ? | -2% | 22% | -3% | i | -13% | i | 39% | . | 3% | 2%
> O=C(CCCNS(=O)(=O)c1cccc2nsnc12)N1CCCCC1
  16% | 1% | 9% | 1% | i | 7% | i | -22% | 0.9% | -1% | 1%
